Compound activity (PubChem)
Cycloheximide cs = counter-screen hit for Shiga toxin inhibitors, cycloheximide. max response, %. cell reporter, cycloheximide protein synthesis inhibition counterscreen. AID 2314. hit rate 12% among 300,000; in the data active = max response mostly above about 13%, no sharp cut-off; inactive = mostly below about 14%; note: read at 38.3 µM for the half of the compounds with a filed dose; 0% is about no effect
Shiga inhibitor = blocks Shiga toxin action in Vero cells. Vero cells, Shiga toxin protein synthesis inhibition reporter. inhibition, % at 38.7 µM. hit rate 9.2% among 290,000. AID 2315; in the data active = inhibition mostly above about 28%, no sharp cut-off; inactive = mostly below about 43%; note: 0% is about no effect
HCV inh = inhibitors of hepatitis C virus infection | Potency, µM (doses to about 41.8 µM), for the others: at the top dose activity change, negative = inhibition, usual class: inhibitors | hit rate 3.4% among 340,000 | Huh7.5.1 HCVcc-Cre infection, luciferase reporter, 44 h; note: potency is the fitted concentration of half-maximal effect; % is set by controls: 0 for no effect and ±100 for the full control effect
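After 44 h co-culture of compound, cells and HCVcc-Cre (~0.5 moi), substrate is added for 15 min at room temperature and luciferase measured over 15 sec. Cells were seeded at 1,000/well and pre-cultured 4 h.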
Pf growth 48h = P. falciparum growth inhibition at 48 hours (one generation); P. falciparum luciferase growth in erythrocytes, 48 h; hit rate 5.9% among 310,000; Potency, µM (doses to about 28.7 µM), without a hit: top-dose activity change, negative = inhibition, actives largely listed as inhibitors; note: potency is the fitted concentration of half-maximal effect; % is set by controls: 0 for no effect and ±100 for the full control effect
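Erythrocytes infected with P. falciparum carrying an integrated firefly luciferase reporter (2% hematocrit, 0.1% parasitemia final) were exposed to compounds in RPMI 1640 with 0.5% Albumax at 37 C, 5% CO2. Growth inhibition was scored as reduced luminescence.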
FBPA Giardia inh = blocks Giardia fructose-bisphosphate aldolase activity. A8B2U2. purified Giardia FBPA. Potency, µM (top dose mostly 59.6 µM), without a hit: top-dose activity, negative = inhibition, most hits filed as inhibitors. hit rate 0.71% among 290,000; note: potency is the fitted concentration of half-maximal effect; % is set by controls: 0 for no effect and ±100 for the full control effect; nearly all actives have a fitted effect of over 55% in size
Target sequence (A8B2U2 whole entry, looked up): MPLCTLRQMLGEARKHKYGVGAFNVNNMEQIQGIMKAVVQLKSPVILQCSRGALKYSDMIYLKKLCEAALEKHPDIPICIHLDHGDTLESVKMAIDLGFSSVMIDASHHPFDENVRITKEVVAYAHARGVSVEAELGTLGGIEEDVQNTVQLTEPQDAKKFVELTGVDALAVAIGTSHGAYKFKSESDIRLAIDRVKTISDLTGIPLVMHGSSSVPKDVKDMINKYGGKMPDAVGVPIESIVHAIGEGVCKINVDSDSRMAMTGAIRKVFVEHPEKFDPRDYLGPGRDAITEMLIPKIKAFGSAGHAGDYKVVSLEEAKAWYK
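40 nM FBPA preincubated 10 min at RT with compound (up to 57.5 uM final), then substrate plus GAPDH/TPI/NAD/arsenate coupling and diaphorase/resazurin added. Fluorescence read after 20 min at RT, 525/598 nm.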
Pf growth 96h = inhibits malaria parasite growth, 96 h | hit rate 6.9% among 320,000 | AID 504834 | P. falciparum luciferase reporter growth, 96 h | Potency, µM (doses to about 28.7 µM), for inactives: at the top dose activity change, negative = inhibition, most hits filed as inhibitors; note: potency is the fitted concentration of half-maximal effect; % is set by controls: 0 for no effect and ±100 for the full control effect
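Erythrocytes infected with luciferase-expressing P. falciparum were dispensed at 2% hematocrit and 0.05% parasitemia (final), then incubated with compounds 96 hours at 37 C in 5% CO2. Luminescence after detection reagent addition reported growth.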
The depositor's hits bear a star; i = inactive; ? = inconclusive; / = no result given; & = joins results of further samples; [ ] = another dose, or the depositor's remark. Unless noted, calls come from the whole dose curve; as a rule, active = well fitted curve in the direction sought with a large enough effect; inconclusive = small, poorly fitted or top-dose-only effect, or another doubt; inactive = no such curve, though single readings can be large; an effect the other way counts as inactive or inconclusive.

SMILES	Cycloheximide cs	Shiga inhibitor	HCV inh	Pf growth 48h	FBPA Giardia inh	Pf growth 96h
CC(C)OC(=O)/C(=C/c1cccnc1)NC(=O)c1ccccc1	-1	-5	30%[activator]	5%	4%	32%[activator]
Cc1ccc(-c2nc3ncccc3o2)cc1NC(=O)C(C)(C)C	-3	-6	-16%	2%	-5%	0%
COC(=O)c1c(NC(=O)C2CC2)sc(C(=O)Nc2ccccc2)c1C	25*	52*	?	22%	-3%	-1%
COc1ccccc1C(O)P(=O)(OC1CCCCC1)OC1CCCCC1 (configuration not stated)	-2	-9	1%	?	-3%	-23%
COc1ccc(C(=O)Cn2nc(CNc3ccc(Br)cc3)[n+]3c2CCCCC3)cc1	-3	-8	-2%	1µM*	7%	1.9µM*
O=C(NCc1ccco1)C1CCC(N2C(=O)C3C4CCC(C4)C3C2=O)CC1 (configuration not stated)	15	-4	20%	15%	9%	-9%
C=CCNc1oc(/C=C/c2ccccc2)nc1C#N	37*	74*	?	5%	-6%	181%[activator]
O=C(/N=C1/c2ccccc2CN1c1ccccc1)Nc1ccccc1	11	12	-2%	10%	0%	?
CN(C)S(=O)(=O)c1cccc(COc2ccccc2C(=O)Nc2ccccc2)c1	9	13	?	10µM*	/	9.3µM*
CCCc1cc2c(=O)c(-c3cscn3)c(C(=O)OCC)oc2cc1O	7	31	15%	31%	-6%	-2%
CCOc1ccc(Oc2cc(C)nc(SC)n2)nn1	-2	-4	7%	-6%	-2%	151%[activator]
CN(C)C(=O)Oc1cc(OC(=O)N(C)C)cc(C(O)CNC(C)(C)C)c1 (configuration not stated)	/	/	20%&22%	-14%&3%	-8%	-3%&12%
O=C(NC1CCSc2ccccc21)c1ccc(Cl)c(S(=O)(=O)N2CCOCC2)c1 (configuration not stated)	11	21	-14%	?	/	?
CCOc1ccc2nc(N(CCCN(C)C)C(=O)c3ccc4c(c3)CCCC4)sc2c1	1	-13	?	?	/	5.9µM*
COCCNC(=S)N/N=C(\C)c1cccc(C(F)(F)F)c1	-2	-13	-24%	?	-12%	?
O=c1oc2ccccc2cc1-c1ccc(O)cc1O	2	15	11%	42%[activator]	-3%	19%
O=C(Nc1ccc(Br)cc1)C1C2C=CC3(O2)C1C(=O)N(CCN1CCOCC1)C3C(=O)NC1CCCCC1 (configuration not stated)	-10	-19	-10%	1%	5%	10µM*
CCC(Oc1cc(Cl)ccc1Cl)C(=O)NNC(=O)CCC(=O)O (configuration not stated)	-7	-6	12%	-6%	2%	0%
Cc1cc(C)nc(CCNC(=O)c2cc(COc3ccc(F)cc3F)on2)n1	-4	-8	-3%	-5%	2%	32%[activator]
Cc1cc(C)c(S(=O)(=O)N2CCN(C(=O)C3CCCO3)CC2)c(C)c1 (configuration not stated)	/	/	2%	-4%	/	3%
N#Cc1ccc(C[C@@H](NS(=O)(=O)c2ccc(C(=O)O)cc2)C(=O)O)cc1	-3	-5	/	?	0%	2%
Nc1nnc(-c2ccccc2)s1	6	10	2%	19%	-1%	/
O=C(C1CCC1)N1CCc2cc(S(=O)(=O)NCCN3CCN(c4ccccc4F)CC3)ccc21	-1	-14	?	?	-3%	0%
Cc1ccc(C)c(NC(=O)COC(=O)COc2cccc3c2OC(C)(C)C3)c1	/	/	-2%	?	/	-1%
CN(C)N=Nc1ccc(S(=O)(=O)NC(=O)Cc2ccccc2)cc1	-1	2	19%	-6%	-27%	7%
Fc1cccc(CCN2CCNC[C@H]2Cc2cccc3ccccc23)c1	/	/	?	?	/	?
COc1cccc(N2CC(C(=O)NNC(=O)c3ccc(Cl)cc3)CC2=O)c1 (configuration not stated)	-4	-6	22%	0%	1%	5.9µM*
CCCCN(CC)C(=O)CN1C(=O)c2ccccc2C1=O	-4	-2	3%	/	2%	40%[activator]
CC(C)(C)C1CCc2c(sc(NC(=O)C3CCCO3)c2C(N)=O)C1 (configuration not stated)	4	10	?	?	/	30%[activator]
Cc1ccc2[nH]c(C)cc(=S)c2c1	-3	-11	-1%	23%	?	?
Cc1cc(CN(C)C(=O)CC2C(=O)NCCN2Cc2c(F)cccc2Cl)on1 (configuration not stated)	-1	0	13%	1%	-8%	23%
Brc1ccc(C2=CC(c3cccs3)n3ncnc3N2)cc1 (configuration not stated)	-2	-5	-65%	?	-10%	-21%
Cc1ccc(C)c2nc(SCC(=O)Nc3ccc4c(c3)OCO4)c(C#N)cc12	-2	4	6%	-3%	2%	-16%
COc1ccc(NC(=O)COC(=O)c2ccc(S(=O)(=O)N3CCCC3)cc2)cc1OC	/	/	13%	-23%	/	-17%
CC(NC(=O)Cc1cccs1)c1ccncc1 (configuration not stated)	5	12	6%	28%	-16%	?
Cn1c(COc2ccccc2)nnc1SCCC(=O)Nc1ccccc1	-2	-8	0%	-24%	-2%	144%[activator]
O=C(CSc1ncnc2nc[nH]c12)Nc1ccccc1C(F)(F)F	-4	-2	29%	21%	-16%	13%
NS(=O)(=O)c1ccc(CNC(=O)CCC2CCCCC2)cc1	-2	26	17%	/	0%	23%
O=C(COc1ccc(Cl)cc1Cl)NCc1ccncc1	5	-1	-4%	-24%	4%	-30%
CSc1ccccc1NC(=O)c1ccc(Br)o1	36*	45*	-1%	/	1%	38%[activator]
CC(=O)NCCSC(=O)c1ccc(F)cc1	9	45	2%	18%	2%	/
COc1cc(OC)cc(C(=O)NCC(=O)OCc2nc3ccccc3s2)c1	36*	113*	21%	i	-1%	290%[activator]
O=C(O)c1ccc(NS(=O)(=O)c2cc(Cl)ccc2Cl)cc1	-5	-19	4%	9%	21%	-2%
COc1ccc(C(=O)NCCc2c[nH]c3ccccc23)cc1S(=O)(=O)N1CCOCC1	-5	-13	-3%	?	-1%	37%[activator]
CSc1nsc(SC)c1NC(=O)Nc1ccccc1C	9	4	-5%	55%[activator]	7%	-26%
Cc1ccsc1/C=N/NC(=O)c1cccc(S(=O)(=O)Nc2ccccc2Cl)c1	-2	-8	-8%	17%	?	15%
COc1ccc(NC(=O)CCC(=O)N/N=C/c2ccc([N+](=O)[O-])s2)cc1	-3	-2	?	7.4µM*	-6%	?
O=C(NCc1cccnc1)C1CCN(c2ccc(S(=O)(=O)N3CCOCC3)cc2Cl)CC1	-2	-4	?	-14%	3%	32%[activator]
Cc1cc(NC(=O)CSc2nc3cc(Cl)ccc3c(=O)n2CC(C)C)no1	-3	-12	/	19%	3%	-17%
CCCNC(=O)[C@H]1N2C(=O)c3c(ccc(OC)c3OC)C2SC1(C)C (some centres not stated)	-2	-7	20%	/	?	3%
COc1ccc(OCC(=O)N/N=C/c2cccn2-c2cccc(C(=O)O)c2)cc1	/	/	10%	33%[activator]	/	11%
O=C(Nc1cc(F)cc(F)c1)c1sc(Cl)nc1-c1ccccc1	-3	-4	4%	?	0%	-13%
O=C(NCc1ccccc1)C1CCN(c2nc(-c3ccccc3)nc3c2CCC3)CC1	11	-6	?	?	/	19%
CCn1cc(CNC(=O)c2cc([N+](=O)[O-])c(C)c([N+](=O)[O-])c2)cn1	-2	-9	19%	30%[activator]	-1%	16%
CC[C@H](C)[C@@H](NC(=O)O[C@@H]1C(=O)c2cc(OC)ccc2O[C@H]1c1ccc(OC)c(Br)c1)C(=O)OC	6	-11	?	14%	1%&0%	-5%
COc1ccc(S(=O)(=O)N2CCOCC2)cc1NC(=O)CSc1cc(C)ccc1C	/	/	?	-13%	/	7.4µM*
Cc1cccc(C(=O)N2CCc3ccccc3C2)c1[N+](=O)[O-]	10	-25	-11%	-11%	-10%	-1%
Cc1cccc(N2CCN(c3nnc(C(F)(F)F)s3)CC2)c1	7	17	4%	3%	6%	16%
Cc1nnc(NC(=O)CSc2nnc(CNC(=O)C34CC5CC(CC(C5)C3)C4)n2C2CCCCC2)s1	-3	-2	17%	-3%	2%	6%
Cc1cccc(C)c1NC(=O)CN(C)C(=O)c1cccc(S(=O)(=O)N2CCN(C)CC2)c1	/	/	16%	?	/	19%
(list continues)
SMILES	Cycloheximide cs	Shiga inhibitor	HCV inh	Pf growth 48h	FBPA Giardia inh	Pf growth 96h
O=C(c1ccco1)N1CCN(C(c2ccc(Cl)cc2)c2nnnn2Cc2ccccc2)CC1 (configuration not stated)	13*	15	-15%	12µM*	0%	10µM*
CC(=O)c1c(C)[nH]c(C(=O)NCc2ccccn2)c1C	10	-4	10%	/	-4%	-18%
O=C(Nc1cccc(Cl)c1)OC1CCCCc2cccnc21 (configuration not stated)	-2	-9	-25%	3.7µM*	-7%	-25%
COc1ccc(C(=O)Nc2ccc(Br)cc2F)cc1S(=O)(=O)N1CCCC1	/	/	?	?	/	10µM*
O=C(Nc1ccc(CN2CCCCC2)cc1)c1ccc2c(c1)OCO2	20*	34*	-2%	5%	1%	/
COCCCNCCOc1ccccc1-c1ccccc1	-5	-6	-6%	-7%	-5%	0%
CC1CC(C)CN(C(=O)c2ccc(S(=O)(=O)N3CCCCC3)cc2)C1 (configuration not stated)	13	-7	6%	-19%	/	?
CCn1ccnc1CN1CCC(CO)(CCOc2ccccc2)CC1	-1	8	1%	1%	8%	?
O=C(O)Cn1c(CCS(=O)(=O)c2ccc(Br)cc2)nc2ccccc21	-2	-21	21%	-15%	1%	?
Cc1cccc(CSCc2ccc(C(=O)NC(C)C)o2)c1	10	22	13µM*	2%[0.00184 µM]	12%	3.7µM*
CCn1cc(-c2cc(C(=O)O)c3ccccc3n2)c(C)n1	-3	-4	8%	6%	3%	-27%
CCC(=O)Nc1cccc(-c2cn3ccsc3n2)c1	17	43	7%	112%[activator]	2%	/

Part of the list above in another layout.
smiles | Cycloheximide cs | Shiga inhibitor | HCV inh | Pf growth 48h | FBPA Giardia inh | Pf growth 96h
O=C(Nc1cccc(Cl)c1)OC1CCCCc2cccnc21 (configuration not stated) | -2 | -9 | -25% | 3.7µM* | -7% | -25%
Cc1cccc(CSCc2ccc(C(=O)NC(C)C)o2)c1 | 10 | 22 | 13µM* | 2%[0.00184 µM] | 12% | 3.7µM*
COCCCNCCOc1ccccc1-c1ccccc1 | -5 | -6 | -6% | -7% | -5% | 0%
O=C(Nc1ccc(CN2CCCCC2)cc1)c1ccc2c(c1)OCO2 | 20* | 34* | -2% | 5% | 1% | /
O=C(O)Cn1c(CCS(=O)(=O)c2ccc(Br)cc2)nc2ccccc21 | -2 | -21 | 21% | -15% | 1% | ?

Remaining list, next part.
SMILES	Cycloheximide cs	Shiga inhibitor	HCV inh	Pf growth 48h	FBPA Giardia inh	Pf growth 96h
Cc1cc(C(=O)c2ccc(C(C)(C)C)cc2)c(NC(=O)CCl)s1	-2	-3	?	-12%	-4%	40%[activator]
Cc1ccc(C)c(OCC(O)CN2CCC(Cc3ccccc3)CC2)c1 (configuration not stated)	-4	-2	11%	7.4µM*	-28%	?
CCCn1nc(CC(=O)OCC)c2ccccc2c1=O	1	-14	25%	3%	/	5%
CC(C)CC(O)(CC(C)C)C(=O)NNc1ccccc1	-4	0	14%	-8%	-1%	-6%
C[n+]1ccccc1/C=C/c1ccc(C#N)cc1	-3	/	17%	15%	?	?
O=C(NCc1ccccn1)C1CN(S(=O)(=O)c2ccccc2)CCN1S(=O)(=O)c1ccccc1 (configuration not stated)	7	17	0%	-14%	-10%	-3%
Cc1cnc(NC(=O)CSc2ccc(Cl)cc2)s1	-3	2	8%	-15%	-3%	31%[activator]
Cc1ccc(CSc2nnc(-c3cnccn3)n2C)cc1	11*	37	-4%	-30%	-4%	-44%
CCn1ccnc1CN(C)C(=O)c1cc(COc2ccc(-n3cncn3)cc2)on1	-1	13	-21%	-9%	-6%	15%
C=CCNS(=O)(=O)c1ccc2nsnc2c1	-2	-11	13%	8%	-3%	16%
c1ccc(SCc2nc3ccccc3[nH]2)cc1	41*	163*	0%	117%[activator]	4%	205%[activator]
